Screening results deposited in PubChem by several laboratories.
RBBP9 inhibitor – blocks human serine hydrolase RBBP9 | AID 1515 | recombinant RBBP9, FP-Rh probe fluorescence polarization | 220,000 tested, 0.2% active | O75884 | inhibition, % at 7.94 µM;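 active = inhibition above the campaign mean of all tested compounds plus 3 SD, cut at about 14% in these data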;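 also: plate controls were DMSO wells with RBBP9 for no effect and wells lacking RBBP9 protein for full effect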
Target sequence (O75884 whole entry, looked up): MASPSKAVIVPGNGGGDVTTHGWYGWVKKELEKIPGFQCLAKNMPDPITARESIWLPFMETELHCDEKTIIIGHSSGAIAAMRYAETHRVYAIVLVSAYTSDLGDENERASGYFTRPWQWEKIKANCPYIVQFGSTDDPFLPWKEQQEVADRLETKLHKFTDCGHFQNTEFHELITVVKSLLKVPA
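Measured by: FP readout at 525/598 nm; material: recombinant human RBBP9; also added: Serine-hydrolase probe FP-Rh, 375 nM pre-mixing; medium: Tris buffer pH 8.0, NaCl, Pluronic; replication: one well per compound; doses: one concentration, 7.94 µM nominal, 0.794% DMSO; timing: preincubation 30 min plus labeling 45 min at 25 °C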
PGE2 EP2 inh – inhibitors of human EP2 prostaglandin E2 receptor. C6 glioma cells expressing human EP2, cAMP TR-FRET; cells stimulated with saturating PGE2. inhibition, % at 25 µM. 260,000 tested, 0.52% active. P43116;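 active = percent inhibition above 40 after rounding to a whole number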;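 also: rat C6 glioma host cells with rolipram phosphodiesterase inhibitor present; the protocol text gives 20 µM as final concentration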
Furin inhibitor – human furin inhibition | inhibition, % at 30 µM | 220,000 tested, 0.061% active | purified furin, fluorogenic substrate cleavage; in the data active = inhibition above about 25%; also: inactives centre near -15
p97 ATPase inh – inhibitors of human p97 ATPase; 220,000 tested, 0.42% active; inhibition, % at 8 µM; AID 1481; recombinant p97 ATPase, Kinase-Glo ATP luminescence, 3 h; in the data active = inhibition above about 15%;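 also: 0% = DMSO vehicle and 100% = wells lacking enzyme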
Target sequence (P55072 whole entry, looked up): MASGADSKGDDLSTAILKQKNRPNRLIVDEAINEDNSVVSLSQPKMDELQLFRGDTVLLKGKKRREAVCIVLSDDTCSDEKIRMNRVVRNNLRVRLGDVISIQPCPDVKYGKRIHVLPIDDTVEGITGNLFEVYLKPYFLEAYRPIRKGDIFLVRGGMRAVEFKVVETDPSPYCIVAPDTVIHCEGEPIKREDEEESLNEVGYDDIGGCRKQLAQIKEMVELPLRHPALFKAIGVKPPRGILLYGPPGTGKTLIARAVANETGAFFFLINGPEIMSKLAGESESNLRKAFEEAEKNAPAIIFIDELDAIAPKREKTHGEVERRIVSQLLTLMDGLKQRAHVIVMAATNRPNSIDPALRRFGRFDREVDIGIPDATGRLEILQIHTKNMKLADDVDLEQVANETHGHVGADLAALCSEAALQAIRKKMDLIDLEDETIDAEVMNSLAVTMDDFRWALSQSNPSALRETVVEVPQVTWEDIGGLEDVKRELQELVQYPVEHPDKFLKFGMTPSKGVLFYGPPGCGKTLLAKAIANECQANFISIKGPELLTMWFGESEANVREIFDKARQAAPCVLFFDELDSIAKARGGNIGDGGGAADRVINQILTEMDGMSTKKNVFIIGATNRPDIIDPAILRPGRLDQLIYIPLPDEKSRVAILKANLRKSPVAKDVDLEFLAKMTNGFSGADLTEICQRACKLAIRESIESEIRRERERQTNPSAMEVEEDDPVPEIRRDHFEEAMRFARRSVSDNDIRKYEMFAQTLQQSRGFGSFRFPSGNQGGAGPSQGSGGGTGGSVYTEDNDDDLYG
NCF1 inh – blocks human p47phox regulatory protein of NADPH oxidases; AID 1274; p47phox/p22phox peptide binding, fluorescence polarization, 2 h; inhibition, % at 24.7 µM; P14598; 220,000 tested, 0.53% active;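 active = inhibition above about 30%, limit read from the data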;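 also: 0% = p47phox with labelled peptide and 100% = labelled peptide alone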
BaF3 parental – counter-screen for JAK2V617F inhibitors: parental Ba/F3 viability inhibitors; CellTiter-Glo ATP luminescence; inhibition, % at 5.6 µM; AID 1486; 220,000 tested, 1.1% active;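 active = inhibition above a per-campaign cutoff, the mean inhibition of all tested compounds plus 3 SD, cut at about 27% in these data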;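 also: 0% = DMSO wells and 100% = JAK Inhibitor I control wells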
Ba/F3 V617F tox – loss of viability in JAK2V617F-driven Ba/F3 cells; 220,000 tested, 1.1% active; inhibition, % at 5.6 µM; Ba/F3 EpoR-JAK2V617F viability, ATP luminescence; AID 1446;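 active = inhibition above the campaign mean plus 3 SD over all tested compounds, cut at about 24% in these data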;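 also: cytokine-independent growth of Ba/F3 cells driven by EpoR plus mutant JAK2; 0% = DMSO-treated cells and 100% = JAK inhibitor I control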
TbHK1 inh – T. brucei hexokinase 1 inhibition; recombinant TbHK1, G6PDH-coupled NADH A340; inhibition, % at 10 µM; 220,000 tested, 0.11% active;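 active = inhibition of 50% or more in the single-dose primary screen; inactive = inhibition below 50%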
PPC-1+TRAIL kill – kills PPC-1 cancer cells in the presence of TRAIL. cell killing (% activity), % at 4 µM. AID 1443. PPC-1 cells + TRAIL, ATPLite viability luminescence. 220,000 tested, 0.41% active;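 active = cell killing above 50% in the first pass at 4 µM, then a duplicate retest at 5 µM averaging 50% or more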;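 also: plate controls were cells with TRAIL plus DMSO for no effect and medium-only wells lacking cells for full effect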
* hit, by the source's call; nt = no result given; & = joins results of further samples; [ ] = another dose, or the depositor's remark. A portion of the library; count on the stated rates, not on these rows.

SMILES	RBBP9 inhibitor	PGE2 EP2 inh	Furin inhibitor	p97 ATPase inh	NCF1 inh	BaF3 parental	Ba/F3 V617F tox	TbHK1 inh	PPC-1+TRAIL kill
O=C(CO/N=C/c1ccccc1)Nc1c(F)c(F)c(F)c(F)c1F	-10	6	-34	4	-9	8	-2	4	26
CCN(CC)C(=O)C(C)OC(=O)COc1ccc(Cl)cc1C (stereo unspecified)	-3	2	-18	-5	8	0	0	-5	1
COc1cc(C(C(=O)Nc2c(C)cccc2C)N(C)C(=O)c2ccc(-n3cnnn3)cc2)ccc1O (stereo unspecified)	0	8	-6	8	-8	0	-5	-1	8
Cc1ccc(S(=O)(=O)n2nc(C)c(C#N)c2N)cc1	-2	7	-12	5	-7	5	0	-4	35
CCC(C)N1C(=O)CCC1C(=O)NCc1ccc2c(c1)OCO2 (stereo unspecified)	-9	10	-24	2	-8	-1	-3	-5	-1
Cc1[nH]nc2c1C(C(C)C)C(C#N)=C(N)O2 (stereo unspecified)	-3	10	-22	-6	-7	6	4	4	9
CCOC(=O)Cc1c(Sc2ccccc2)c2ccccc2n1C	-6	11	-7	-7	1	4	0	-1	-6
COc1cc(/C=N/n2cnnc2)ccc1OCC(=O)N1CCOCC1	-3	8	-19	-2	-12	3	-1	-31	-6
C/C(CC(=O)Nc1ccc(Cl)c(C(F)(F)F)c1)=N\NC(=O)c1ccccc1O	-15	10	-17	-4	-13	9	2	-8	13
CC(/C=C/c1cccc([N+](=O)[O-])c1)=N/NC(=O)c1cccnc1	-3	3	-4	3	-57	4	-3	10	12
CCN1C(=O)C(CC(=O)Nc2ccc(F)cc2)N(CCCN2CCN(c3ccc(F)cc3)CC2)C1=S (stereo unspecified)	-10	15	-32	3	-18	7	-3	-5	5
CC(C)C(=O)N1CCN(C2=NS(=O)(=O)c3ccccc32)CC1	-2	28	-17[20 µM]	5	-2	0	-6	-2	14
COc1ccc(OCC(=O)NNC(=O)C(=O)Nc2ccc(C)cc2)cc1	-10	8	-10	-5	7	-1	1	-4	18
c1ccc(COc2ccc(-c3csnn3)cc2)cc1	-9	13	-23[20 µM]	4	-9	2	-4	0	0
CCOC(=O)N1CCC(NC(=O)c2ccc3c(c2)N(Cc2ccc(F)cc2)CCS3)CC1	-2	6	-20	-6	-5	5	1	-2	-22
CCOc1ccc2nc(NCCNC(=O)Nc3ccccc3)c(C#N)cc2c1	-4	12	-30	10	26	6	-3	14	10
COc1cc(CN2CCN(Cc3ccc(C)cc3)CC2)c([N+](=O)[O-])cc1OC	7	1	-9	10	4	-1	-4	-2	29
COc1ccc(C(C)=O)cc1CSc1nnc(C)n1-c1ccccc1	-4	4	-21	1	1	11	2	-5	12
CC(=O)c1ccc(NC(=O)CCNS(=O)(=O)c2cccc3nonc23)cc1	-8	12	-17	-5	-9	13	3	2	34
O=C1c2ccccc2C(=O)C12OC(c1ccccc1)C1(C(=O)c3ccccc3C1=O)C2c1ccc([N+](=O)[O-])cc1 (stereo unspecified)	-5	10	-27[20 µM]	-1	-20	2	1	-6	nt
CCCCNCc1cc(OCC)c(OCC(N)=O)cc1Br	7	12	-10[20 µM]	-4	-15	8	8	0	18
Nc1nc(Br)c2c(F)cccc2c1-c1ccc(F)cc1	-5	3	-10[20 µM]	-5	-14	0	-1	-1	2
CC(OC(=O)c1cccn1C)C(=O)Nc1ccc2c(c1)OCO2 (stereo unspecified)	1	2	-17	5	-6	0	-3	-8	5
COc1ccc(/C=C/C(=O)OCC(=O)Nc2cc(C(F)(F)F)ccc2Cl)cc1	-3	6	-34	7	1	-2	-6	-14	6
S=C(Nc1ccc(Cl)cc1)N(CCCN1CCOCC1)Cc1ccco1	0	9	-21	4	-1	32*	37*	17	-10
COCCCn1nnnc1SCC(=O)N1c2ccccc2CC1C (stereo unspecified)	-3	10&-4	-22	3	1	-2	-3	-2	6
c1ccc(-c2csc(N3CCSCC3)n2)cc1	-5	6	-28	3	6	5	-2	3	8
CCNc1cc2oc(=O)c(CN3CCOCC3)c(C)c2cc1C	7	15	-19	4	-5	-1	-3	-19	19
O=C(Oc1ccccc1-c1nnco1)c1ccccc1	-11	20	-8[20 µM]	5	-16	6	-1	-3	0
O=C(Nc1ccc(Cl)cc1Cl)c1csc(-c2cccnc2)n1	-3	2	-19	-3	-3	0	4	-6	21

Some of the entries so far, with values under each structure:
Under each structure – RBBP9 inhibitor, PGE2 EP2 inh, Furin inhibitor, p97 ATPase inh, NCF1 inh, BaF3 parental, Ba/F3 V617F tox, TbHK1 inh, PPC-1+TRAIL kill
- COc1cc(CN2CCN(Cc3ccc(C)cc3)CC2)c([N+](=O)[O-])cc1OC
  7, 1, -9, 10, 4, -1, -4, -2, 29
- COc1ccc(C(C)=O)cc1CSc1nnc(C)n1-c1ccccc1
  -4, 4, -21, 1, 1, 11, 2, -5, 12

Exported in markdown: entries from further up
| SMILES | RBBP9 inhibitor | PGE2 EP2 inh | Furin inhibitor | p97 ATPase inh | NCF1 inh | BaF3 parental | Ba/F3 V617F tox | TbHK1 inh | PPC-1+TRAIL kill |
| --- | --- | --- | --- | --- | --- | --- | --- | --- | --- |
| COc1ccc(C(C)=O)cc1CSc1nnc(C)n1-c1ccccc1 | -4 | 4 | -21 | 1 | 1 | 11 | 2 | -5 | 12 |
| CC(=O)c1ccc(NC(=O)CCNS(=O)(=O)c2cccc3nonc23)cc1 | -8 | 12 | -17 | -5 | -9 | 13 | 3 | 2 | 34 |
| O=C1c2ccccc2C(=O)C12OC(c1ccccc1)C1(C(=O)c3ccccc3C1=O)C2c1ccc([N+](=O)[O-])cc1 (stereo unspecified) | -5 | 10 | -27[20 µM] | -1 | -20 | 2 | 1 | -6 | nt |
| CCCCNCc1cc(OCC)c(OCC(N)=O)cc1Br | 7 | 12 | -10[20 µM] | -4 | -15 | 8 | 8 | 0 | 18 |
| Nc1nc(Br)c2c(F)cccc2c1-c1ccc(F)cc1 | -5 | 3 | -10[20 µM] | -5 | -14 | 0 | -1 | -1 | 2 |
| CC(OC(=O)c1cccn1C)C(=O)Nc1ccc2c(c1)OCO2 (stereo unspecified) | 1 | 2 | -17 | 5 | -6 | 0 | -3 | -8 | 5 |
| COc1ccc(/C=C/C(=O)OCC(=O)Nc2cc(C(F)(F)F)ccc2Cl)cc1 | -3 | 6 | -34 | 7 | 1 | -2 | -6 | -14 | 6 |
| S=C(Nc1ccc(Cl)cc1)N(CCCN1CCOCC1)Cc1ccco1 | 0 | 9 | -21 | 4 | -1 | 32* | 37* | 17 | -10 |
| COCCCn1nnnc1SCC(=O)N1c2ccccc2CC1C (stereo unspecified) | -3 | 10&-4 | -22 | 3 | 1 | -2 | -3 | -2 | 6 |
| c1ccc(-c2csc(N3CCSCC3)n2)cc1 | -5 | 6 | -28 | 3 | 6 | 5 | -2 | 3 | 8 |
| CCNc1cc2oc(=O)c(CN3CCOCC3)c(C)c2cc1C | 7 | 15 | -19 | 4 | -5 | -1 | -3 | -19 | 19 |
| O=C(Oc1ccccc1-c1nnco1)c1ccccc1 | -11 | 20 | -8[20 µM] | 5 | -16 | 6 | -1 | -3 | 0 |
| O=C(Nc1ccc(Cl)cc1Cl)c1csc(-c2cccnc2)n1 | -3 | 2 | -19 | -3 | -3 | 0 | 4 | -6 | 21 |

Next records.
SMILES	RBBP9 inhibitor	PGE2 EP2 inh	Furin inhibitor	p97 ATPase inh	NCF1 inh	BaF3 parental	Ba/F3 V617F tox	TbHK1 inh	PPC-1+TRAIL kill
CCOC(=O)C(CC)(CC)C(=O)/C=C/c1ccc(Br)cc1	10	15	-8[20 µM]	3	-6	3	-1	-3	6
CC(C)c1nnc(NC(=O)c2cccc(NC(=O)C(F)(F)F)c2)s1	-1	6	-21	-3	-1	6	3	2	24
O=C(N/N=C/c1cccc(F)c1)c1csc2c1CCCC2	-2	10	-7[20 µM]	1	-8	3	0	2	21
NS(=O)(=O)c1ccc(NC(=O)COC(=O)CNC(=O)C23CC4CC(CC(C4)C2)C3)cc1	-10	3	-24	4	0	3	-3	-1	2
Cc1nnc2ccc(-c3cccc(NC(=O)c4ccc(Cl)nc4)c3)nn12	-2	8	-14	0	16	6	2	-6	10
Cc1ccc2c(c1)COc1c3ccc(C(=O)N[C@@H](C)CO)cc3nn1-2	nt	3	-23	nt	-2	nt	nt	-26	45
O=C(Nc1ccc(C(=O)O)cc1)/C(=C/c1ccc([N+](=O)[O-])cc1)NC(=O)c1ccccc1	1	14	8	1	0	14	2	-21	-1
CCCC(c1nnnn1CC1CCCO1)N1CCN(c2cc(Cl)ccc2C)CC1 (stereo unspecified)	0	13	-14	-5	-8	31*	-6	-8	1
CS(=O)(=O)c1ccc2c(c1)SC1=NC(=O)/C(=C/c3ccco3)C(=N)N12	-12	12	-6[20 µM]	7	-83	5	2	-13	1
S=C(NC1CC1)N1CCN(c2ccc(Cl)cc2)CC1	-3	6	-25	-1	4	6	0	-10	10
Cc1ccc(-c2nn3c(C)nnc3c3ccccc23)cc1S(=O)(=O)NCc1ccccc1	-5	6	-12	-1	-11	3	3	7	-4
COc1ccc(Oc2cnn(-c3ccccc3)c(=O)c2Br)cc1	-7	9	-25	0	1	8	5	1	22
O=C(/C=C/c1ccccc1)CC(O)(c1ccccc1)C(F)(F)F (stereo unspecified)	-2	6	-23[20 µM]	1	-5	2	-5	-2	0
O=C(c1ccc(C(=O)N2CCOCC2)s1)N1CCOCC1	2	nt	-13[20 µM]	7	-5	-1	-5	0	3
CCc1nc(Nc2ccc3c(c2)OCCO3)c2oc3ccccc3c2n1	-6	5	7[20 µM]	3	-46	2	-3	-15	16
Nc1cc(=O)[nH]n1C1CCN(c2ccccc2)CC1	-1	10	-22	2	-2	2	-3	-10	-10
COc1ccccc1NCC(=O)Nc1cc(S(=O)(=O)N2CCOCC2)ccc1N1CCOCC1	-3	9	-26	0	-8	6	-3	-4	16
COc1ccc(OC)c(CCNC(=O)C2CCN(c3nnc(-n4cccc4)s3)CC2)c1	-7	10	-9	-8	-4	9	4	-10	-18
